TNAP inh no acc: inhibitors of human TNAP without phosphate acceptor; purified TNAP, CDP-star luminescence, 30 min; inhibition, % at 20 µM; actives 0.26% (n = 200,000); AID 1012;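 active = tissue-nonspecific alkaline phosphatase inhibition above about 50% at 20 µM in the single-dose screen, limit read from the data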;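 note: 0% = DMSO negative control and 100% = EDTA positive control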
Target sequence (P05186 whole entry, looked up): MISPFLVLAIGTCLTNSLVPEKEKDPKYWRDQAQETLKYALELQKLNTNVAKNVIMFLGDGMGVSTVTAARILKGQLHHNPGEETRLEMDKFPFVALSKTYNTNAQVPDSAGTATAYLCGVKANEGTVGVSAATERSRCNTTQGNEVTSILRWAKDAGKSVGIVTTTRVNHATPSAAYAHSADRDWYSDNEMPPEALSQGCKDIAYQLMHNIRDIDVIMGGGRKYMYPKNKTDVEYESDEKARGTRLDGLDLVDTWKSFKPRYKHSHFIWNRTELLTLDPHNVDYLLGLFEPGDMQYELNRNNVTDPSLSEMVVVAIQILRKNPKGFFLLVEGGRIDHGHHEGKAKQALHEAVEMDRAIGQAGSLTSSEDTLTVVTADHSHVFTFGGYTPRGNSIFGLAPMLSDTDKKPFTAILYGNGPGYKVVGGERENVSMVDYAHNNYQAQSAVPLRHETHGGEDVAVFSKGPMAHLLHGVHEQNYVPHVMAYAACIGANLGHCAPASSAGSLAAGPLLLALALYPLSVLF
Lmaj promast: Leishmania major promastigote growth inhibition; Leishmania major promastigotes, resazurin fluorescence viability; inhibition, % at 10 µM; actives 9% (n = 200,000); AID 1063; in the data active = inhibition above about 50%;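 note: promastigotes grown with compound for 44 hours at 28 °C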
TNAP act hi DEA: increases human TNAP activity under high phosphate acceptor concentration; P05186; purified TNAP, CDP-star luminescence, 1 M DEA, 30 min; hits give high values; 0 = EDTA background, 1 = DMSO-only activity; activation factor at 20 µM; 200,000 tested, under 10 active;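 active = activation factor at least 2 at 20 µM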
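Measured by: Luminescent substrate turnover signal | Test system: Human TNAP | Input: TNAP 1/800 final | Dosing: 20 µM single point | Schedule: 30 min, room temperature | Controls: EDTA wells as negative control, DMSO wells as positive control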
Diaphorase inh: counter-screen for diaphorase-based assays: diaphorase inhibitors and chemical oxidizers; actives 0.69% (n = 190,000); diaphorase resazurin-to-resorufin fluorescence, NADH, 16 min; bacterial (C. kluyveri) enzyme, not human; inhibition, % at 20 µM;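 active = primary screen inhibition at 20 µM above a set limit, cut at about 50% in these data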;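 note: plate controls were DMSO with full reaction for no effect and wells lacking NADH for full effect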
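System: Bacterial diaphorase enzyme (C. kluyveri) | Incubation: 16-min room-temperature incubation before reading | Benchmarks: No-NADH positive control and DMSO neutral control | Measured by: Resorufin fluorescence 544/590 nm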
bIAP inhibitor: blocks bovine intestinal alkaline phosphatase activity | AID 1019 | 190,000 tested, under 10 active | inhibition, % at 20 µM | purified bovine IAP, CDP-star luminescence, 30 min;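 active = over 50% inhibition of intestinal alkaline phosphatase at 20 µM in the single-dose screen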
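System: Purified bovine intestinal alkaline phosphatase (IAP) enzyme | Input: IAP diluted 1/65,000,000 in the well | Also added: CDP-star chemiluminescent phosphatase substrate, 30 µM final | Dosing: 20 µM single dose | Times: Enzyme reaction for 30 min at room temperature | Detection: Luminescence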
TNAP inh hiacc: TNAP (human) inhibition, high acceptor | P05186 | purified TNAP, CDP-star luminescence, 1 M DEA | inhibition, % at 20 µM | actives 0.03% (n = 200,000);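 active = over 50% inhibition of tissue-nonspecific alkaline phosphatase at 20 µM in the single-dose screen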;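 note: plate controls were DMSO wells for no effect and EDTA-quenched wells as full inhibition for full effect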
Diaph act CS: counter-screen for diaphorase-based assays: diaphorase activators and chemical reducers; activation factor at 20 µM; Diaphorase/resazurin coupled assay, resorufin fluorescence, 16 min; hits give high values; 1 = vehicle wells, 0 = NADH-free wells; AID 1229; actives 0.005% (n = 190,000);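 active = diaphorase activity raised at least twofold by the compound at 20 µM; inactive = activation factor below 2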
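Material: Purified diaphorase enzyme from Clostridium kluyveri | Buffer or medium: 50 mM HEPES pH 7.4 with 4.542 mM MgCl2, 0.005% Tween 20 | Times: 16 min enzyme reaction, ambient temperature | Signal: Red resorufin fluorescence at 544/590 nm excitation/emission | Measure: Increased resorufin signal from activators or reducing compounds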
PMI act satM6P: increases human PMI activity with near-saturating mannose 6-phosphate; coupled PMI enzyme assay, resazurin fluorescence, 20 min; hits give high values; 1 = untreated enzyme, 0 = substrate-free blank; activation factor at 20 µM; actives 0.34% (n = 190,000); AID 1216;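 active = activation factor of 2 or more at 20 µM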
Target sequence (P34949 whole entry, looked up): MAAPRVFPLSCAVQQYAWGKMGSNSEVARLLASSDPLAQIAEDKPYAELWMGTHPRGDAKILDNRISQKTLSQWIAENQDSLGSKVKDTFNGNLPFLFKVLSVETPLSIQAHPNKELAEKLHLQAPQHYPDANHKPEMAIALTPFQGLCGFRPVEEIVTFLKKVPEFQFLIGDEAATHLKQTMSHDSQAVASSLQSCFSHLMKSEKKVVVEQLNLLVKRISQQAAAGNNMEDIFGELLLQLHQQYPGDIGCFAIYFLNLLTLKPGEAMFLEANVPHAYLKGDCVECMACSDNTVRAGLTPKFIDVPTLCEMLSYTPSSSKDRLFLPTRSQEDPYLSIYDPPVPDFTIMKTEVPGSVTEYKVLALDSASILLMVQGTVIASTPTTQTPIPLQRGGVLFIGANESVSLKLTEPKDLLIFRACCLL
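Test system: human phosphomannose isomerase with PGI, G6PDH, diaphorase coupling enzymes; amount: 15 ng/mL PMI; incubation: enzyme reaction with compound 20 min at room temperature; technique: resorufin fluorescence (Ex 544/Em 590 nm) from resazurin via diaphorase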
PMI activator: phosphomannose isomerase (human) activation; activation factor at 20 µM; P34949; actives 0.005% (n = 190,000); purified human PMI, coupled resazurin fluorescence, 20 min; hits give high values; 1 = vehicle control, 0 substrate-free wells;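 active = activation factor of 2 or more at 20 µM, relative to plate controls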
bIAP act: intestinal alkaline phosphatase (bovine) activation; purified bovine IAP, CDP-star luminescence, 30 min; hits give high values; fold of DMSO-control signal, blank-subtracted; activation factor at 20 µM; actives 0.17% (n = 200,000); AID 1016;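 active = activation factor of 2 or more at 20 µM, a signal rise over negative controls twice the positive control's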
* = called active by the depositor.

SMILES	TNAP inh no acc	Lmaj promast	TNAP act hi DEA	Diaphorase inh	bIAP inhibitor	TNAP inh hiacc	Diaph act CS	PMI act satM6P	PMI activator	bIAP act
COc1ccc(N2CC(NC(=O)N(C)CCC#N)CC2=O)cc1 (configuration not stated)	-5	-3	1	-2	2	4	1	1	1	1
c1cnc(N2CCSCC2)nc1	-14	-2	1.1	8	10	-6	0.9	1	1	0.9
CCCc1cc(=O)oc2cc3occ(C)c3cc12	0	10	1	10	11	-1	0.9	0.9	1	0.9
O=c1c2ccccc2nnn1CSc1nnc(C2COc3ccccc3O2)n1-c1ccccc1 (configuration not stated)	-9	9	1	14	-3	-3	0.9	1	1.2	1
COc1ccc(NS(=O)(=O)c2cccc(C(=O)NNC(=O)c3cc(C)oc3C)c2)cc1	-18	-9	1	13	16	2	0.9	1	1	0.8
Cn1c(C(C(=O)NCC2CCCO2)N(CCc2ccccc2)C(=O)Cn2nnc3ccccc32)nc2ccccc21 (configuration not stated)	-10	5	1.1	18	-8	-6	0.8	1	1	1.1
Cc1ccc(NC2=CC(=O)CCC2)cc1C	-14	-3	1	10	23	1	0.9	1	1	0.8
CCOC(=O)CSc1nc2cc(C(=O)N3CCCC3)ccc2c(=O)n1Cc1ccccc1	-2	7	1	7	-7	-2	0.9	1	0.9	1.1
O=C(c1cccc(C(=O)N2CCN(c3ccccc3F)CC2)n1)N1CCN(c2ccccc2F)CC1	-9	-6	1	14	11	-3	0.9	1	1	0.9
CCOC(=O)NC(=O)c1cn(CCNCCO)c(=O)[nH]c1=O	-10	-5	1	-2	-6	-2	1	1	1	1.1
CC(NC(=O)C1CCC1)c1ccc2c(c1)OCO2 (configuration not stated)	-11	-7	1	4	25	-3	1	1	1	0.8
c1nc(NCC2(N3CCOCC3)CCCCC2)c2ccsc2n1	-6	4	1	18	15	-2	0.8	0.9	1	0.9
CCC1(CC)C(=O)C(C)(C)C(=O)OC1c1cccs1 (configuration not stated)	-2	-2	1	11	14	4	0.9	1	1	0.9
COc1ccccc1N1C(=O)C2CC=CC(C)C2C1=O (configuration not stated)	-7	-6	1	6	7	-2	0.9	1	1	0.9
Cc1cc(NC(=O)c2cc(S(=O)(=O)N3CCCCC3)ccc2C)n(-c2ccccn2)n1	-3	2	1	15	-7	-4	0.9	0.9	0.9	1.1
Cc1cccc(C(=O)N(c2ccccn2)C(C)c2ccco2)c1 (configuration not stated)	-10	56*	1	9	-2	-4	0.9	0.9	0.9	1
O=C(c1ccc([N+](=O)[O-])cc1)N(Cc1ccc(Br)cc1)N1C(=O)CCCC1=O	-2	2	1.1	-4	5	-6	1	1.1	1.1	1
Cc1ccccc1N1C(=O)CC(Nc2ccc3c(c2)OCO3)C1=O (configuration not stated)	1	-5	1	29	-1	1	0.7	0.5	0.8	1
Cc1csc(NC(=O)CS(=O)(=O)c2ccccc2)n1	-7	-1	1	1	-4	1	1	1.1	1.1	1
S=C1NCN(C2CCCCC2)CN1Cc1ccccc1	2	-6	0.9	4	11	5	1	1.2	1	0.9
CCCc1nn2c(=O)c(C(c3ccc(C)cc3)c3c(O)nc4sc(CCC)nn4c3=O)c(O)nc2s1	-10	-16	1	4	-3	-5	1	0.9	0.9	1
C/C(=N\Nc1nc(N2CCCCC2)nc(N2CCOCC2)n1)c1cccs1	-4	10	1	14	-1	-3	0.9	0.9	0.9	1
Cc1ccc(N2CC(C(=O)OCc3ccccc3F)CC2=O)cc1 (configuration not stated)	-11	-7	1.1	10	14	-6	0.9	0.9	1	0.9
CCN(CC)C(=O)CSc1nc2cc3c(cc2c(=O)n1Cc1ccco1)OCO3	-8	9	1	32	-13	0	0.7	0.8	0.9	1.1
CC(=O)NC(C)C(c1cccs1)N1CCN(c2ccccc2)CC1 (configuration not stated)	-10	-1	1	-12	-6	-4	1.1	1.1	1.1	1.1

Three structures out of the list, ordered by number of heavy atoms, high to low.
SMILES	TNAP inh no acc	Lmaj promast	TNAP act hi DEA	Diaphorase inh	bIAP inhibitor	TNAP inh hiacc	Diaph act CS	PMI act satM6P	PMI activator	bIAP act
S=C1NCN(C2CCCCC2)CN1Cc1ccccc1	2	-6	0.9	4	11	5	1	1.2	1	0.9
Cc1csc(NC(=O)CS(=O)(=O)c2ccccc2)n1	-7	-1	1	1	-4	1	1	1.1	1.1	1
c1cnc(N2CCSCC2)nc1	-14	-2	1.1	8	10	-6	0.9	1	1	0.9

Continued.
SMILES	TNAP inh no acc	Lmaj promast	TNAP act hi DEA	Diaphorase inh	bIAP inhibitor	TNAP inh hiacc	Diaph act CS	PMI act satM6P	PMI activator	bIAP act
CCCCOc1ccc(/C(O)=C2/C(=O)C(=O)N(Cc3cccnc3)C2c2ccncc2)c(C)c1 (configuration not stated)	3	-9	1	10	2	0	0.9	1.3	1.3	1
C=CCCc1ccc(C#N)c(SCc2c(C(=O)OCC)c3cc(OC(C)=O)c(Br)cc3n2C)n1	7	64*	1	-16	28	-2	1.2	1	1	0.7
COCCNC(=O)c1c[nH]c2ccc(OC)cc2c1=O	-10	2	1	9	5	-5	0.9	1.1	1.1	0.9
O=C(COc1ccc(Cl)cc1[N+](=O)[O-])N1CCCCC1	-14	-1	1.1	-22	-20	-7	1.2	1.1	1.1	1.2
CCCC(=O)Oc1ccc2c(C)cc(=O)oc2c1	-16	25	1.1	12	17	-5	0.9	1	1	0.8
CCCC(C)NC(=O)CSc1nc2ccc(C)cc2[nH]1 (configuration not stated)	-19	-3	1	10	2	-2	0.9	1	1	1
Cc1csc(NC(=O)c2ccccc2C(=O)O)n1	-9	-5	1	14	1	1	0.9	0.9	0.9	1
Cc1ccc(C)c(CN2C(=O)C3CCCN3c3ccc(S(=O)(=O)N4CCOCC4)cc32)c1 (configuration not stated)	-6	-6	1	15	-16	-3	0.9	1.1	1	1.2
O=C(CC1Sc2ncnn2C1=O)Nc1ccc(Cl)cc1 (configuration not stated)	-34	-7	1	-10	-9	-3	1.1	1.3	0.9	1.1
O=C(Cc1ccccc1)NCC1OCCc2ccccc21 (configuration not stated)	-10	-3	1.1	24	4	-8	0.8	0.9	0.9	1
CN1CCN(C(=O)CCN2C(=O)/C(=C/c3ccccc3Cl)SC2=S)CC1	15	100*	1	22	-4	0	0.8	0.8	1	1
Cc1cc(C)n(CC(O)Cn2c3ccccc3c3ccccc32)n1 (configuration not stated)	-5	6	1	9	-4	-5	0.9	1	0.9	1
CCOC(=O)N1CCN(C(=O)CN(c2cc(C(F)(F)F)ccc2Cl)S(C)(=O)=O)CC1	-15	-6	1.1	20	21	-6	0.8	0.9	1	0.8
CCNC(=S)NNC(=O)c1csc(C(C)C)c1	-147	-3	1	-22	8	-3	1.2	1.2	1.1	0.9
Cc1ccc(C(=O)CCCn2nnc(-c3cccnc3)n2)cc1C	-3	2	1	20	6	-5	0.8	0.9	0.9	0.9
CC(C)C[C@@H]1NC(=O)[C@H](Cc2ccc(O)cc2)NC(=O)c2cc([N+](=O)[O-])cc(I)c2NCCC[C@@H](C(N)=O)NC1=O	-3	-6	1	0	5	0	1	1.1	1.2	0.9
COc1ccccc1-c1ccc(SCc2ccccc2F)nn1	-17	5	1.1	25	15	-6	0.7	0.9	0.9	0.9
O=c1sc2ccccc2c(N2CCCCC2)c1[N+](=O)[O-]	-9	-2	1	3	3	0	1	1.1	1	1
CCCSc1nnc(Cn2c(=O)sc3ccccc32)n1-c1ccccc1	-6	11	1	7	6	-2	0.9	0.9	0.9	0.9
COc1ccc(CCC(=O)NNC(=S)NCc2ccc(F)cc2)cc1	-40	-4	1	18	1	-4	0.8	1	1	1
O=C(N/N=C\c1cccc(F)c1)c1ccc(Cn2cc(Br)c([N+](=O)[O-])n2)o1	-14	6	1.1	6	9	-9	0.9	1	1	0.9
CCC(c1nnnn1Cc1ccc2c(c1)OCO2)N1CCN(c2ccc(F)cc2)CC1 (configuration not stated)	-10	19	1.1	25	4	-12	0.8	0.8	0.9	1
CCN(CCC(=O)O)c1ccccc1	-6	-5	1	12	4	4	0.9	1.1	1	1
CC(C)Oc1cccc(C(=O)NC(=S)Nc2ccccc2)c1	1	86*	0.9	19	4	5	0.8	0.9	0.8	1
O=C(NC(Cc1c[nH]c2ccccc12)C(=O)O)c1ccco1 (configuration not stated)	-11	-4	0.9	-6	3	8	1.1	1.1	1.1	1
The list continues.
SMILES	TNAP inh no acc	Lmaj promast	TNAP act hi DEA	Diaphorase inh	bIAP inhibitor	TNAP inh hiacc	Diaph act CS	PMI act satM6P	PMI activator	bIAP act
CCC(C)Nc1nc(SC(C(C)=O)C(C)=O)nc(N(C)C)n1 (configuration not stated)	-7	-1	1	6	-10	-2	0.9	1.1	1	1.1
CCOC(Cn1cc(C)c(=O)[nH]c1=O)OCC	-9	-6	1	-7	-22	-2	1.1	1	1	1.2
CC(C)C(=O)c1cn(CC(=O)NCc2ccco2)c2ccccc12	-8	6	1	12	45	-2	0.9	1	1	0.5
COc1ccccc1Nc1nc(N)nc(CSc2nncn2C)n1	-13	2	1.1	13	16	-6	0.9	1	0.9	0.8
Cc1ccnc(SCC(=O)c2cccs2)n1	-7	2	1	-14	1	-5	1.1	1.1	1.2	1
CCC(CO)NCc1cc(OC)c(OCC(=O)NCCc2ccccc2)cc1Br (configuration not stated)	6	97*	1	-1	0	2	1	1	1.1	1
Cc1ccc(S(=O)(=O)Nc2ccc3c(c2)n(C)c(=O)n3C)c(C)c1	-5	1	1	19	8	-3	0.8	0.9	0.9	0.9
COCCNC(=O)CN(c1cc(Cl)ccc1OC)S(C)(=O)=O	-9	-2	1.1	19	6	-6	0.8	0.9	1	0.9
CC(C)c1cc(NCC2CCCO2)n2c(nc3ccccc32)c1C#N (configuration not stated)	-18	57*	1.1	20	-10	-15	0.8	1	0.9	1.1
O=C(N/N=C/c1ccc(Br)s1)c1cccnc1	-5	-3	1	-15	-9	-4	1.1	1	1	1.1

Of the compounds above, these have a nitro group on carbon.
SMILES	TNAP inh no acc	Lmaj promast	TNAP act hi DEA	Diaphorase inh	bIAP inhibitor	TNAP inh hiacc	Diaph act CS	PMI act satM6P	PMI activator	bIAP act
O=C(c1ccc([N+](=O)[O-])cc1)N(Cc1ccc(Br)cc1)N1C(=O)CCCC1=O	-2	2	1.1	-4	5	-6	1	1.1	1.1	1
O=C(COc1ccc(Cl)cc1[N+](=O)[O-])N1CCCCC1	-14	-1	1.1	-22	-20	-7	1.2	1.1	1.1	1.2
CC(C)C[C@@H]1NC(=O)[C@H](Cc2ccc(O)cc2)NC(=O)c2cc([N+](=O)[O-])cc(I)c2NCCC[C@@H](C(N)=O)NC1=O	-3	-6	1	0	5	0	1	1.1	1.2	0.9
O=c1sc2ccccc2c(N2CCCCC2)c1[N+](=O)[O-]	-9	-2	1	3	3	0	1	1.1	1	1
O=C(N/N=C\c1cccc(F)c1)c1ccc(Cn2cc(Br)c([N+](=O)[O-])n2)o1	-14	6	1.1	6	9	-9	0.9	1	1	0.9

From PubChem
